Compound activity deposited in PubChem BioAssay by The Scripps Research Institute Molecular Screening Center.
LEDGF integ inh: blocks HIV-1 LEDGF/p75-dependent DNA integration; TR-FRET IN-LEDGF/p75 DNA integration, Eu/Cy5; inhibition, % at 3.7 µM; actives 0.64% (n = 370,000);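 active = inhibition above the screen-wide mean plus 3 SD, cut at about 13% in these data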;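 also: signal is the Cy5 over europium emission ratio at 671 and 618 nm; 0% = plate median of compound wells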
UHRF1 binding: human UHRF1 methylated DNA binding inhibitors | Q96T88 | UHRF1 binding to methylated oligo, TR-FRET | inhibition, % at 4.4 µM | actives 0.75% (n = 370,000); in the data active = inhibition above about 21%;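 also: UHRF1 SRA domain binding a hemimethylated CpG hairpin DNA probe; 0% = median of test compound wells and 100% = reference inhibitor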
Tn6 DDE FP: disrupts Tn6 cyclic peptide binding to fibrin D-Dimer-E complex; inhibition, % at 8.3 µM; actives 0.21% (n = 370,000); Fibrin DD(E) TRITC-Tn6 fluorescence polarization displacement;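 active = inhibition above a per-campaign cutoff: mean of compounds within control limits plus 3 SD, cut at about 15% in these data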;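 also: 0% = median of all compound wells on the plate and 100% = blocking peptide control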
proKLK7 act: activates the human kallikrein-7 zymogen; AID 652039; activation, % at 7 µM; actives 0.9% (n = 370,000); P49862; purified proKLK7, EDANS-DABCYL substrate fluorescence; 100% is mature enzyme control, 0% vehicle;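 active = activation above the mean of all tested compounds plus 3 SD, computed per campaign excluding outliers beyond control limits, cut at about 13% in these data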
Target sequence (P49862 whole entry, looked up): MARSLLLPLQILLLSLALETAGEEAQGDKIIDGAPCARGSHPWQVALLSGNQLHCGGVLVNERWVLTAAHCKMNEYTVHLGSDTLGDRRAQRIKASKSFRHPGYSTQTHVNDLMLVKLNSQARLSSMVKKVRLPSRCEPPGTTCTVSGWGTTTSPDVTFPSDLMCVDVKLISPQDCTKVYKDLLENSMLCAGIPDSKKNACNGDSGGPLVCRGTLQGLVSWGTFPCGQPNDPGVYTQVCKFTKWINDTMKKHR
TCR CD3 inh: inhibitors of human TCR-CD3 interaction; TAMRA-labeled TCR probe fluorescence, biochemical; inhibition, % at 9.4 µM; actives 0.37% (n = 360,000); AID 651800; in the data active = inhibition above about 19%;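 also: recombinant mutant TCR 2C K166C tagged with TAMRA read by polarization; 0% = receptor in buffer alone and 100% = receptor with positive control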
PRMT1 inh: inhibitors of human PRMT1. Q99873. recombinant PRMT1, activity-based probe fluorescence polarization. inhibition, % at 2.79 µM. actives 1.3% (n = 370,000). AID 652257;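 active = inhibition above about 21% made by adding two undisclosed values, limit read from the data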
TDP2 inh: TDP2 (human) inhibition, absorbance primary screen. O95551. recombinant TDP2, T5PNP hydrolysis, p-nitrophenol absorbance 415 nm. inhibition, % at 12.8 µM. actives 0.34% (n = 370,000);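 active = inhibition above the mean of all tested compounds plus 3 SD, set per campaign, cut at about 25% in these data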;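 also: 0% = DMSO with enzyme and 100% = buffer with substrate but no TDP2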
Target sequence (O95551 whole entry, looked up): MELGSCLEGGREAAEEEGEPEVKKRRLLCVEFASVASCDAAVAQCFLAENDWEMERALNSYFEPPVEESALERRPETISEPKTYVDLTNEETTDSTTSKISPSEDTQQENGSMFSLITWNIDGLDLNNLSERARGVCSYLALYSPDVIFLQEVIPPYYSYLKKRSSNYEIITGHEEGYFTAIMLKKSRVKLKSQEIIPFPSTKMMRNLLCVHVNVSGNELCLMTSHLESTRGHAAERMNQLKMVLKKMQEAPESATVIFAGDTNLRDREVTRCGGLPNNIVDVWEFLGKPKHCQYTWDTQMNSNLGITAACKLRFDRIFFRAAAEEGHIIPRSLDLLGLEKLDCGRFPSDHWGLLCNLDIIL
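System – recombinant human TDP2 · Quantity – TDP2 enzyme at 120 nM final · Doses – single concentration, 12.8 µM nominal, with 1% DMSO · Incubation – 2 h at 37 °C · Measured by – epi absorbance of p-nitrophenol freed from T5PNP by hydrolysis · Read-out – % inhibition relative to enzyme-containing and enzyme-free wells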
MBD2 DNA inh: blocks human MBD2 binding to methylated DNA; AID 686964; actives 0.31% (n = 370,000); inhibition, % at 4.4 µM; Q9UBB5; TR-FRET, MBD2 binding to methylated oligonucleotide; in the data active = inhibition above about 13%
Target sequence (Q9UBB5 whole entry, looked up): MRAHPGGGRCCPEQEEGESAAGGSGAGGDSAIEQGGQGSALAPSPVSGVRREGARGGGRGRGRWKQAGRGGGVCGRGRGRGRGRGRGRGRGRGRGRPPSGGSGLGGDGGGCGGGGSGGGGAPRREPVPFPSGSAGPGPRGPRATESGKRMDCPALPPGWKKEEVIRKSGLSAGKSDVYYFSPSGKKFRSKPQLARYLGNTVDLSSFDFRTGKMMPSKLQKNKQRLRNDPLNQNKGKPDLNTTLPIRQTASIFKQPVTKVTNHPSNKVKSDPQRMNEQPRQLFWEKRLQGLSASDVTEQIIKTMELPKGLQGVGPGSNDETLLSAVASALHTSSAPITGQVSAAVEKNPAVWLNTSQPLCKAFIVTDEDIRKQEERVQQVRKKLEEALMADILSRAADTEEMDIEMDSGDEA
SIAE primary: inhibitors of human sialic acid acetylesterase SIAE; actives 0.69% (n = 370,000); inhibition, % at 9.66 µM; SIAE FP-Rh probe binding, fluorescence polarization; Q9HAT2;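 active = inhibition above a cutoff: mean of compounds within the control limits plus 3 SD of those, cut at about 17% in these data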;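 also: 0% = plate median of compound wells and 100% = probe without SIAE protein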
DDE Tn7 FP inh: inhibitors of Tn7 peptide binding to human fibrin DD(E) | inhibition, % at 8.3 µM | FP displacement of FITC-Tn7 peptide from fibrin DD(E); 0% = median of compound wells per plate | actives 0.13% (n = 370,000) | P02675;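 active = inhibition above the mean of compounds falling within the control limits plus 3 SD of them, cut at about 14% in these data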;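 also: 0% = plate median of compound wells and 100% = 10 µM Aha-Tn7 peptide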
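Assay system: Human fibrin DD(E) protein | Medium: Tris buffer with calcium and detergent, pH 7.8 | Reagent: 0.1 µM fluorescent Tn7 | Compound dosing: Single point at 8.3 µM | Times: 10 min preincubation, 3 h with tracer, room temperature | Detection: Fluorescence polarization of the labelled Tn7 tracer | Controls: Aha-Tn7 high control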
The depositor's hits bear a star; · = no result given.

SMILES	LEDGF integ inh	UHRF1 binding	Tn6 DDE FP	proKLK7 act	TCR CD3 inh	PRMT1 inh	TDP2 inh	MBD2 DNA inh	SIAE primary	DDE Tn7 FP inh
O=C(NNC(=O)C1CCN(S(=O)(=O)c2ccc(Cl)cc2)CC1)c1ccc(Cl)cc1	84*	2	-8	-0.1	3	-2	4	-5	6	-6
CC(=O)Nc1ccc(OCCCNC(=O)c2c(-c3ccccc3)noc2C)cc1	2	0	3	-0.1	12	1	5	1	16	-7
CCCN1CCN(C(=O)CN2C(=O)COc3ccc(S(=O)(=O)N(CC)CC)cc32)CC1	-2	-1	-2	-0.5	-5	5	4	0	6	1
Brc1ccccc1-c1csnn1	3	-2	1	-0.5	9	-1	-5	-2	-6	-8
COc1ccc(-c2nc(CN3CCCCC3CCc3ccccn3)c(C)o2)cc1 (stereo not given)	-1	-2	-4	0.5	0	-2	-12	0	1	-10
Cc1c(NC(=O)C(C)c2ccc(CC(C)C)cc2)c(=O)n(-c2ccccc2)n1C (stereo not given)	-4	-1	3	0.4	4	-2	-2	-6	2	3
CCCS(=O)(=O)NC(=O)C1(C)CCCN(C(=O)c2ccc3snnc3c2)C1 (stereo not given)	3	0	-1	-0.3	-11	-4	-14	-3	3	-4
O=C(COC(=O)c1ccc(Br)o1)NCc1ccc(Cl)cc1	2	-1	2	0.1	1	-5	5	0	5	1
O=C(c1ccccc1)N1CCSc2sccc2C1=O	-5	-3	9	-0.6	6	-1	9	-2	8	15*
COc1ccc(CN(C)C(=O)CCN(c2ccccc2)S(=O)(=O)c2ccc(C)cc2)c(OC)c1	2	1	-8	0.9	-5	3	-12	0	5	-7
CC(=O)OCC(=O)C1(O)CCC2C3CC(C)C4=CC(=O)C=CC4(C)C3C(O)CC21C (stereo not given)	0	-2	-11	0.0	-2	-1	-8	5	-3	-4
CCCCc1nnc(NC(=O)c2ccc3[nH]c(=O)c(=O)[nH]c3c2)s1	3	-2	1	-0.4	6	-1	12	-4	-4	2
CC(=O)C1=C(C)Nc2ncnn2C1c1cccc(OCc2ccccc2)c1 (stereo not given)	4	-1	5	1.0	-1	-4	1	-5	-5	1
CCCCCc1c(C)[nH]c2nc3ccccc3n2c1=O	-4	2	-5	-2.0	0	-2	9	1	4	5
O=C(C[C@@H]1C=C[C@H](NC(=O)Cc2ccccn2)[C@@H](CO)O1)NCCc1ccccc1	-1	-1	-8	0.2	6	0	-5	0	-1	3

Fetched by compound from the entries so far, 3 records:
SMILES	LEDGF integ inh	UHRF1 binding	Tn6 DDE FP	proKLK7 act	TCR CD3 inh	PRMT1 inh	TDP2 inh	MBD2 DNA inh	SIAE primary	DDE Tn7 FP inh
CCCN1CCN(C(=O)CN2C(=O)COc3ccc(S(=O)(=O)N(CC)CC)cc32)CC1	-2	-1	-2	-0.5	-5	5	4	0	6	1
O=C(c1ccccc1)N1CCSc2sccc2C1=O	-5	-3	9	-0.6	6	-1	9	-2	8	15*
CCCCc1nnc(NC(=O)c2ccc3[nH]c(=O)c(=O)[nH]c3c2)s1	3	-2	1	-0.4	6	-1	12	-4	-4	2

Other records:
SMILES	LEDGF integ inh	UHRF1 binding	Tn6 DDE FP	proKLK7 act	TCR CD3 inh	PRMT1 inh	TDP2 inh	MBD2 DNA inh	SIAE primary	DDE Tn7 FP inh
O=C(O)CCCNC(=O)c1cncc(O)c1	0	3	-9	-2.2	4	3	8	9	-6	-5
COc1ccc(Nc2nc(N)nc(C(F)(F)F)n2)c(OC)c1	1	-2	-6	0.1	-7	0	9	4	7	3
CCc1nn(CC(=O)NCCCN2CCN(C)CC2)c(=O)c2cc3occc3n12	0	1	1	0.3	-4	0	0	1	-7	-5
Cc1ccc(S(=O)(=O)N2CCOCCOCCOCCOCCOCC2)cc1	-3	3	-6	-0.3	-2	3	-12	-3	3	-4
O=C(COc1ccc(Cl)cc1Cl)Nc1ccc(CN2CCOCC2)cc1	-1	3	6	0.2	-6	1	6	5	-3	2
CC(=O)c1cccc(N2C(=O)C3C4CCC(C4=C(C)C)C3C2=O)c1 (stereo not given)	3	3	-8	-0.9	10	1	2	2	4	-2
Cc1ccc(C)c(NC(=O)CSc2nnc(-c3ccccc3)o2)c1	-1	2	-5	0.3	-4	2	-6	1	3	-1
COc1cc(C(=O)NCc2nnc(SCC(=O)N3CCCCC3)o2)cc(OC)c1OC	-2	0	2	-0.4	6	1	2	2	0	-2
COCCN(C(=O)CSc1nc2ccccc2c(=O)n1C(C)COC)c1c(N)n(Cc2ccccc2)c(=O)[nH]c1=O (stereo not given)	-3	3	5	0.4	2	1	-1	4	8	0
CC(=O)c1sc(NC(=O)c2ccccc2)nc1-c1ccccc1	-3	2	3	0.6	-5	4	-7	-2	-14	3
COc1ccc(CCN(C)CCC(=O)Nc2ccc(C)cc2)cc1OC	-1	3	6	-0.5	10	-5	2	-1	-6	0
Cc1ccccc1OCCC(=O)NCCc1ccc(S(N)(=O)=O)cc1	-1	0	9	0.1	12	-3	-7	-2	3	0
CC(=O)Nc1ccc(NC(=O)COC(=O)C2(c3ccc(Cl)cc3)CCCC2)cc1	-1	-2	1	0.8	-7	3	3	-1	-2	-1
CC(C)Oc1ccc(C(=O)NCc2ccco2)cc1	3	-3	1	0.0	5	-4	10	4	9	6
CC1OC2C(OC1C)N(S(C)(=O)=O)CCN2S(C)(=O)=O (stereo not given)	-2	5	-2	0.4	-10	0	-5	3	-5	5
CN(C)CCN1C(=O)C(=O)/C(=C(/O)c2ccc(S(=O)(=O)N3CCOCC3)cc2)C1c1ccccc1 (stereo not given)	0	-2	0	0.2	-3	-3	-2	5	10	-1
O=C(Nc1cccc(F)c1)c1ccc(-c2ccccc2C(F)(F)F)o1	0	-2	-11	0.4	4	-3	-8	-1	-31	-1
Cc1nn(-c2ccccc2)c(N)c1C(O)(CC(=O)C(F)(F)F)C(F)(F)F (stereo not given)	-2	3	-10	-1.0	-3	1	3	1	1	-2
Cc1cc(C)c(S(=O)(=O)NCCc2ccccc2)c(C)c1	3	0	-3	0.5	4	-1	-6	2	-2	0
CCNC(=O)C1(C)CCCN(C(=O)c2ccc(C(F)(F)F)nc2C)C1 (stereo not given)	-6	2	-2	-1.1	-3	7	-4	2	-2	-1
CC[C@@H](CCCc1ccc(F)cc1)CN(Cc1ccc(OC)cc1)S(=O)(=O)c1ccc(C)cc1	-2	2	-1	0.2	·	-3	7	5	-5	-5
COc1ccc(CN2CCN(CCCc3ccccc3)C(CCO)C2)c(OC)c1 (stereo not given)	5	0	-8	-0.6	-8	2	-1	4	1	5
O=C(Nc1cc(S(=O)(=O)N2CCOCC2)ccc1N1CCOCC1)c1ccccc1F	-2	1	-3	0.1	0	-3	4	-4	-7	6
O=C(CSc1nc2ccccc2o1)Nc1nc2c(s1)CCCC2	3	-2	-2	0.1	-1	-4	-2	0	-15	-4
Cc1ccc2c(c1)NC(=O)c1cc([N+](=O)[O-])ccc1O2	4	-1	1	-0.1	0	-4	4	-3	4	-2
CCCNC(=O)c1cc(C2CCCN(C(=O)c3ccc(NC(C)=O)cc3)C2)on1 (stereo not given)	4	-1	4	0.1	8	0	-2	-8	1	1
COc1ccc(CNC(=O)C2(C)Cc3c(-c4ccccc4)ccnc3O2)cc1OC (stereo not given)	-1	2	5	-0.7	7	0	0	-2	4	2
N#Cc1cn(CCOC(=O)c2cccc(C(F)(F)F)c2)c(=O)[nH]c1=O	-2	0	9	0.7	0	0	4	0	-2	-4
Cc1nn(CC(=O)OCC(=O)c2ccccc2)c(C)c1[N+](=O)[O-]	6	3	-9	1.1	-2	-1	1	1	-8	-5
Cc1cc([N+](=O)[O-])ccc1NC(=O)c1cncc(Br)c1	2	-2	-1	0.4	6	-2	5	3	-2	0
Cc1cc(C)c(NC(=S)NC(CO)(CO)CO)c(C)c1	0	-2	3	-0.2	6	-1	5	-4	8	-2
C=CCN(CC=C)CC(O)CN(c1cc([N+](=O)[O-])ccc1OC)S(=O)(=O)c1ccccc1 (stereo not given)	7	1	-3	-0.4	2	-4	-18	0	-7	-3
Cc1ccc(Nc2nc(-c3ccc(C)cc3)c(CC(=O)O)s2)cc1	-6	-1	3	-0.4	-27	5	-5	1	-32	-2
COc1cccc(CNC(=O)[C@@H]2CCCN2C(=O)[C@@H]2CCCN2C(=O)c2ccccc2)c1	0	6	-3	-0.2	-4	6	-4	3	-1	3
O=C(CSc1nnc(-c2ccccc2)n1-c1ccccc1)Nc1ccccc1-c1ccccc1	0	0	0	0.6	·	0	0	0	2	-6
O=[N+]([O-])c1ccc(/C=N/Nc2nc(N3CCCCC3)nc(N3CCCCC3)n2)o1	-1	2	-14	-0.3	4	2	-9	-4	-1	-8
CC(=O)N1c2ccc(S(=O)(=O)NCC3CCC(C(=O)NCc4ccco4)CC3)cc2CC1C (stereo not given)	-3	1	1	0.5	-6	-2	-1	0	-3	2
COc1ccc(-c2c[n+]3c(n2-c2ccccc2)SCC3)cc1	7	4	-8	0.6	-6	2	-12	8	-5	0
Cc1cccc(N2C(=O)CC(Sc3nc(-c4ccccc4)c4cc(Cl)ccc4n3)C2=O)c1 (stereo not given)	-1	6	-2	-0.3	-2	3	-8	-1	-5	-4
CCN(CC)S(=O)(=O)c1ccc(N2CCN(CCOc3ccc(OC)cc3)CC2)nc1	-5	9	-4	0.9	-9	3	0	4	-2	3
COc1ccc(S(=O)(=O)N(C)CC(=O)NCCC2=CCCCC2)cc1C	0	-5	1	0.1	6	-1	2	-6	3	-3
COc1ccc(Br)c(C(=O)Nc2cccc(Cl)c2Cl)c1	-1	1	4	0.3	11	-3	-1	-2	1	4
CC1(C)CNC(=O)CC(C)(C)N1O	1	-2	-3	1.0	0	0	14	5	4	5
Cc1cccc(C)c1NC(=O)CSC(=S)N1CCCC1	0	-1	0	0.3	5	0	6	-1	8	4
CCOCCCNC(=O)C(c1ccc(OC)cc1)N(Cc1ccc2c(c1)OCO2)C(=O)c1ccccc1O (stereo not given)	1	-1	2	0.4	7	0	7	-5	-1	6
Cc1ccc(C(=O)N/C(=C\c2ccc(Cl)cc2)C(=O)NCCCN2CCOCC2)cc1	-2	0	-2	-0.1	-2	1	0	2	1	0
CC(C)(C)NC(=O)COC(=O)c1cc(Br)ccc1Cl	2	-3	3	-0.5	9	-3	7	2	-2	3
CCOC(=O)C1OC2(CCCC2)OC1C(=O)OCC (stereo not given)	2	1	0	-0.2	5	-7	-12	-2	-1	-1
CC1CN(C(=O)C2(C)CC2(Cl)Cl)CC(C)O1 (stereo not given)	-3	3	0	0.1	-1	-2	6	5	1	0
Cc1noc(NS(=O)(=O)c2ccc(NC(=O)CSc3nc4c(cc3C#N)CCC4)cc2)c1C	-1	-1	4	6.1	-1	7	-4	-1	-1	5
CC(=O)c1ccc(NC2OC(C)C(O)C(O)C2O)cc1 (stereo not given)	2	3	-4	-0.5	0	0	-7	-1	3	5
